HP1b chromo inh – blocks HP1-beta chromodomain binding to methylated histone tails; 390,000 compounds, 0.56% hits; AID 540317; P83916; Potency, µM (top dose mostly 114 µM), for the others: at the highest dose activity change, negative = inhibition, actives largely listed as inhibitors; AlphaScreen HP1-beta / biotin-H3K9me3 peptide binding; further: nearly all actives have a fitted effect of over 70% in size; inactives centre near 23
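AlphaScreen: HP1-beta (50 nM) preformed 30 min with biotin-H3(1-18)K9me3 peptide (50 nM) in PBS pH 7.4, 0.01% Tween-20. Compound added for 30 min at RT, then streptavidin donor/nickel chelate acceptor beads (10 ug/mL) for 30 min.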
RGS4 inh – blocks human RGS4-accelerated GTP hydrolysis. 390,000 compounds, 0.039% hits. Transcreener GDP fluorescence polarization, RGS4-accelerated GTP hydrolysis. Potency, µM (titrated, usually from 114 µM), inactives show top-dose activity change, negative = inhibition, usual class: inhibitors; further: on the % scale 0 is the no-effect control and ±100 the full control effect; nearly all actives have a fitted effect of over 75% in size; some results filed as inactive show a strong effect at the top dose
Target sequence (P49798 whole entry, looked up): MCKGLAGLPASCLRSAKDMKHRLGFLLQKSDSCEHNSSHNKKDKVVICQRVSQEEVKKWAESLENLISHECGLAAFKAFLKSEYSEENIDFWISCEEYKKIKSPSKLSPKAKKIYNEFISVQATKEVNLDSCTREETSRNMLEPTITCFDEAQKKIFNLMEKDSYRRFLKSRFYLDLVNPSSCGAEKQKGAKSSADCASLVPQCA
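MLSMR compounds (23 nl, pin-transferred) preincubated 10 min at room temperature with a 500nM (2x) first reagent, then RGS4 at 900nM (2x) plus Transcreener GDP mix added; fluorescence polarization (620/688 nm) read before and after 90 min at 30 °C.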
ERG-DNA inh – ERG Ets/DNA interaction inhibition; Potency, µM (top dose mostly 76.9 µM), inactives show at the top dose FP activity, negative = inhibition, hits mostly inhibitors; fluorescence polarization, His-ERG Ets domain / labelled DNA; 370,000 compounds, 0.028% hits; P11308; active means well fitted inhibition curve with a large enough effect in the polarisation, with a control signal flat; inconclusive means small, poorly fitted or top-dose-only effect, or effect the other way, or a change in a side signal; inactive means no such curve, though single readings can be large or run the other way; the % refers to the polarisation;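 further: polarization taken with two DNA probes labelled with fluorescein and Texas red; % of control where 0% means no effect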
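His-tagged ERG Ets domain (1 uM in the protein solution; 300mM KCl, 50mM Tris-HCl, 1mM EDTA, 1mM DTT, pH 7.5) received compound, then a probe mix of 5 nM fluorescein-DNA and 100nM Texas-615-DNA. Fluorescence polarization was read for both dyes.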
PGK inhibitor – T. brucei PGK inhibition; Potency, µM (series often up to 57.5 µM), for inactives: at the highest dose activity change, negative = inhibition, hits mostly inhibitors; 380,000 compounds, 0.043% hits; P07378; PGK/GAPDH coupled, Kinase-Glo luminescence, 60 min; further: on the % scale 0 is the no-effect control and ±100 the full control effect; nearly all actives have a fitted effect of over 60% in size
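Recombinant glycosomal PGK reaction used 1,3-bisphosphoglycerate generated in-well by GAPDH (100nM final) in 100mM TEA pH 7.6, 5mM MgCl2, 0.01% Tween-20. After 60 minutes at room temperature, ATP was read by Kinase-Glo Plus luminescence end-point.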
Pin1 inh – human Pin1 inhibition; 390,000 compounds, 0.009% hits; Pin1 FP peptide displacement, HiFluor488, 10 min; AID 504891; Q13526; Potency, µM (titrated, usually from 115 µM), without a hit: at the highest dose activity, negative = inhibition, usual class: inhibitors; active means well fitted inhibition curve with a large enough effect in the polarisation, with a control signal flat, not every such curve was filed as active; inconclusive means small, poorly fitted or top-dose-only effect, or effect the other way, or a change in a side signal; inactive means no such curve, though single readings can be large or run the other way; the % refers to the polarisation; further: on the % scale 0 is the no-effect control and ±100 the full control effect
Target sequence (Q13526 whole entry, looked up): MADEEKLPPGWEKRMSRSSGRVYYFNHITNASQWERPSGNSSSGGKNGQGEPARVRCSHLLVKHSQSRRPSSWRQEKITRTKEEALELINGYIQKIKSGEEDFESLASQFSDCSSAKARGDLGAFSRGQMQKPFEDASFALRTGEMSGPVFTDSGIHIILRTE
GLS inhibitor – glutaminase GLS (human) inhibition | GLS enzymatic activity, qHTS titration | Potency, µM (top dose mostly 45.5 µM), inactives show top-dose activity change, negative = inhibition, actives largely listed as inhibitors | 410,000 compounds, 0.21% hits | AID 624170; further: on the % scale 0 is the no-effect control and ±100 the full control effect
Target sequence (O94925 whole entry, looked up): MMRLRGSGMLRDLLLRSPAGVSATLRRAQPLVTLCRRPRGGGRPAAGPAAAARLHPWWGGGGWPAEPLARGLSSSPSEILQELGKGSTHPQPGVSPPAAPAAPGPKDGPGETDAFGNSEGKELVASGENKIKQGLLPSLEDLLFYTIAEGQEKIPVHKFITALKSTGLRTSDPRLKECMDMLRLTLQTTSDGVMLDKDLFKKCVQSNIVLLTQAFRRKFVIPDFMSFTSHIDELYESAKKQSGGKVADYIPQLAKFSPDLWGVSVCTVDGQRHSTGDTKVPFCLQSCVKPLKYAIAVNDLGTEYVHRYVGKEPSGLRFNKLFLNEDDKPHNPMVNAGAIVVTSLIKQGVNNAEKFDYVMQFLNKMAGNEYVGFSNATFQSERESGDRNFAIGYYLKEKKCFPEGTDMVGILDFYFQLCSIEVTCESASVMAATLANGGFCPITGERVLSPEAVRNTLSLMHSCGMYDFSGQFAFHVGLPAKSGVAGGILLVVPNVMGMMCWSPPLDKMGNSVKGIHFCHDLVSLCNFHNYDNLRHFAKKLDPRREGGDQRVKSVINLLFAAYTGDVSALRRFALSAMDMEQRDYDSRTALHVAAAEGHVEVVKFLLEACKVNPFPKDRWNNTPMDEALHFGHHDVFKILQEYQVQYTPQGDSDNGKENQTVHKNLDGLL
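Assay buffer: 45 mM KH2PO4 pH 8.2, 0.02% Tween-20. hKGA acts on L-glutamine (1 mM solution added); product glutamate is reported by an oxidase/peroxidase Amplex Red coupling, with fluorescence taken at baseline and 30 min.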
TrxR1 inh – inhibitors of rat thioredoxin reductase 1 | O89049 | recombinant rTrxR1, NADPH fluorescence consumption, selenite substrate | Potency, µM (titrated, usually from 114 µM), without a hit: at the highest dose activity change, negative = inhibition, usual class: inhibitors | 390,000 compounds, 1% hits; further: on the % scale 0 is the no-effect control and ±100 the full control effect; nearly all actives have a fitted effect of over 65% in size
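Rat TrxR1 (90 nM in the dispensed reagent) was pre-reduced with 400 uM NADPH for 5 min at room temperature, then incubated with compound for 15 min. After 400 uM selenite was added, NADPH fluorescence (Ex 340/Em 450 nm) was followed for 8 min.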
12-LOX inh – inhibitors of human 12S-lipoxygenase ALOX12. purified 12hLO, xylenol orange hydroperoxide absorbance. Potency, µM (titrated, usually from 108 µM), for inactives: top-dose activity change, negative = inhibition, usual class: inhibitors. 580,000 compounds, 1.1% hits; further: on the % scale 0 is the no-effect control and ±100 the full control effect
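Hydroperoxide product was detected by ferrous iron/xylenol orange as the 573 to 405 nm absorbance ratio. Arachidonic acid at 40 uM (final) was turned over for 30 min at room temperature by 150 nM human 12hLO, pH 7.0 Hepes buffer, after 15 min compound preincubation.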
JMJD2A Tudor inh – JMJD2A Tudor domain (human) inhibition; 390,000 compounds, 4.4% hits; O75164; AlphaScreen JMJD2A-Tudor / H3K4me3 peptide binding; Potency, µM (highest dose often 114 µM), without a hit: at the top dose activity change, negative = inhibition, most hits filed as inhibitors; further: on the % scale 0 is the no-effect control and ±100 the full control effect; nearly all actives have a fitted effect of over 50% in size
* hit, by the source's call; [ ] = another dose, or the depositor's remark. Unless noted, the call rests on the fitted dose curve; in most records, active means well fitted curve in the direction sought with a large enough effect; inconclusive means small, poorly fitted or top-dose-only effect, or another doubt; inactive means no such curve, though single readings can be large; an effect the other way counts as inactive or inconclusive. Potency means the concentration at half of the fitted maximal effect. An excerpt. The share of hits here may be higher or lower than overall.

Results for CC(CNC(=O)c1ccc(CSc2nc3ccncc3n2Cc2ccc(F)cc2)cc1)c1ccccc1 (centres undefined) ?
HP1b chromo inh: 31%; RGS4 inh: 6%; ERG-DNA inh: -4%; PGK inhibitor: -5%; Pin1 inh: 28%; GLS inhibitor: 3%; TrxR1 inh: 15%; 12-LOX inh: -5%; JMJD2A Tudor inh: -23%

How did Cn1c(=O)n(C)c2cc(NC(=O)c3ccccc3NS(C)(=O)=O)ccc21 do in these assays?
HP1b chromo inh: 38%; RGS4 inh: 9%; ERG-DNA inh: 2%; PGK inhibitor: -1%; Pin1 inh: 7%; GLS inhibitor: 2%; TrxR1 inh: 16%; 12-LOX inh: 8%; JMJD2A Tudor inh: -5%

What do the screens show for `Cc1cc([N+](=O)[O-])nn1CCCC(=O)Nc1cccnc1Cl`?
HP1b chromo inh: 20%; RGS4 inh: 27%; ERG-DNA inh: 8%; PGK inhibitor: -4%; Pin1 inh: -5%; GLS inhibitor: 0%; TrxR1 inh: 13%; 12-LOX inh: 3%; JMJD2A Tudor inh: -12%

What do the screens show for `O=C(CCC(=O)N1CCN(S(=O)(=O)c2ccc3ccccc3c2)CC1)NCC(F)(F)F`?
HP1b chromo inh: 45%[activator]; RGS4 inh: -14%; ERG-DNA inh: 7%; PGK inhibitor: -5%; Pin1 inh: -5%; GLS inhibitor: -3%; TrxR1 inh: 18%; 12-LOX inh: -7%; JMJD2A Tudor inh: -1%

What do the screens show for `COc1cc(/C=N/NC(=O)c2ccccc2Cl)ccc1Oc1ccc([N+](=O)[O-])cn1`?
HP1b chromo inh: 47%[activator]; RGS4 inh: -33%; ERG-DNA inh: 7%; Pin1 inh: 3%; GLS inhibitor: -1%; TrxR1 inh: 24%; 12-LOX inh: -1%; JMJD2A Tudor inh: -30%

How did O=C(c1ccc(F)cc1)n1nc(-c2cccnc2)nc1NCc1ccccc1 do in these assays?
HP1b chromo inh: 60%[activator]; RGS4 inh: -3%; ERG-DNA inh: -2%; PGK inhibitor: 2%; Pin1 inh: inconclusive; GLS inhibitor: 2%; TrxR1 inh: 12%; 12-LOX inh: -12%; JMJD2A Tudor inh: -1%

Results for COc1cc(/C=N/Nc2nncn2N)ccc1OCc1c(C)no[n+]1[O-] ?
HP1b chromo inh: 56%[activator]; RGS4 inh: -42%; ERG-DNA inh: -8%; PGK inhibitor: inactive; Pin1 inh: -3%; GLS inhibitor: 5%; TrxR1 inh: 19%; 12-LOX inh: inconclusive; JMJD2A Tudor inh: -2%

How did CC(=O)c1ccccc1NC(=O)CN1C(=O)NC2(CCCCCCC2)C1=O do in these assays?
HP1b chromo inh: 16%[57 µM]; RGS4 inh: -6%; ERG-DNA inh: -18%; PGK inhibitor: 1%; Pin1 inh: -2%; GLS inhibitor: -12%; TrxR1 inh: 11%; 12-LOX inh: 0%; JMJD2A Tudor inh: 6%

Results for Cc1[nH]nc2c1[C@@H](c1ccccc1[N+](=O)[O-])C(C#N)=C(N)O2 ?
HP1b chromo inh: 36%; RGS4 inh: -13%; ERG-DNA inh: 10%; PGK inhibitor: 0%; Pin1 inh: 1%; GLS inhibitor: 25%; TrxR1 inh: -3%; 12-LOX inh: 1%; JMJD2A Tudor inh: -23%

Results for Oc1ccc(Br)cc1-c1cc(-c2ccccc2Cl)[nH]n1 ?
HP1b chromo inh: 9%; RGS4 inh: 28%[11.4 µM]; ERG-DNA inh: -9%; PGK inhibitor: 3%; Pin1 inh: -5%; GLS inhibitor: 6%; TrxR1 inh: 9%; 12-LOX inh: -1%; JMJD2A Tudor inh: -22%[11.4 µM]

What do the screens show for `CC(C)(C)N(NC(=O)Nc1ccc(Cl)c(Cl)c1)C(=O)c1ccccc1`?
HP1b chromo inh: 25%; RGS4 inh: 2%; ERG-DNA inh: -14%; PGK inhibitor: 6%; Pin1 inh: 8%; GLS inhibitor: 11%; TrxR1 inh: 19%; 12-LOX inh: -34%; JMJD2A Tudor inh: 3%

What do the screens show for `Cc1ccc(S(=O)(=O)N2[C@@H](c3ccccc3F)C(C(=O)O)=CC[C@H]2c2ccc3c(c2)OCO3)cc1`?
HP1b chromo inh: 31%; RGS4 inh: 9%; ERG-DNA inh: 9%; PGK inhibitor: -2%; Pin1 inh: 0%; GLS inhibitor: 12%; TrxR1 inh: 7%; 12-LOX inh: 0%; JMJD2A Tudor inh: -4%

What do the screens show for `CCOCc1ccccc1Nc1ncnc2onc(-c3ccc(Cl)cc3)c12`?
HP1b chromo inh: 104%[activator]; RGS4 inh: 6%; ERG-DNA inh: 2%; PGK inhibitor: -1%; Pin1 inh: 4%; GLS inhibitor: 6%; TrxR1 inh: 17%; 12-LOX inh: -3%; JMJD2A Tudor inh: 16%

Results for CCC(C(=O)Nc1ccccc1C(=O)OC)n1nc(C)c2c(C)n(-c3ccc(C)cc3)nc2c1=O (centres undefined) ?
HP1b chromo inh: -4%; RGS4 inh: -12%; ERG-DNA inh: 2%; PGK inhibitor: -9%; Pin1 inh: 18%; GLS inhibitor: -4%; TrxR1 inh: 31%; 12-LOX inh: -30%; JMJD2A Tudor inh: -27%

What do the screens show for `O=C(NCC(c1ccco1)N1CCc2ccccc21)C(=O)Nc1ccccc1` (centres undefined)?
HP1b chromo inh: 32%; RGS4 inh: 2%; ERG-DNA inh: -3%; PGK inhibitor: -3%; Pin1 inh: -4%; GLS inhibitor: 2%; TrxR1 inh: -1%[57.1 µM]; 12-LOX inh: inconclusive; JMJD2A Tudor inh: -10%

Results for CC(=O)Oc1ccc2ccccc2c1C(NC(=O)Cc1ccccc1)c1ccccc1 (centres undefined) ?
HP1b chromo inh: 2%; RGS4 inh: 8%; ERG-DNA inh: -14%; PGK inhibitor: inactive; Pin1 inh: 8%; GLS inhibitor: -2%; TrxR1 inh: 24%[57.1 µM]; 12-LOX inh: 4%; JMJD2A Tudor inh: -12%

What do the screens show for `COc1ccccc1NC(=O)CSCc1nc2ccccc2[nH]1`?
HP1b chromo inh: 36%; RGS4 inh: -47%; ERG-DNA inh: 5%; PGK inhibitor: -2%; Pin1 inh: -3%; GLS inhibitor: -3%; TrxR1 inh: 4%; 12-LOX inh: 1%; JMJD2A Tudor inh: -4%

What do the screens show for `CN(C)C(=O)CCc1ccc2c3c([nH]c2c1)[C@]1(C)[C@@H](C(=O)N2CCOCC2)C[C@H](CC(=O)NCc2cccc(C(F)(F)F)c2)C(=O)N1CC3`?
HP1b chromo inh: 28%; RGS4 inh: -3%; ERG-DNA inh: 6%; PGK inhibitor: inactive; Pin1 inh: 4%; GLS inhibitor: -5%; TrxR1 inh: 3%; 12-LOX inh: -1%; JMJD2A Tudor inh: -14%

How did NC(=O)C1(N2CCCCC2)CCN(c2nc(-c3ccc(Br)cc3)cs2)CC1 do in these assays?
HP1b chromo inh: 10%; RGS4 inh: -15%; ERG-DNA inh: 9%; PGK inhibitor: 2%; Pin1 inh: 0%; GLS inhibitor: -7%; TrxR1 inh: 16%; 12-LOX inh: 13%; JMJD2A Tudor inh: -14%

What do the screens show for `CN(C)/C=C1/Nc2ccccc2C1=O`?
HP1b chromo inh: -24%; RGS4 inh: inconclusive; ERG-DNA inh: -1%; PGK inhibitor: 4%; Pin1 inh: 2%; GLS inhibitor: 19%; TrxR1 inh: 35µM*; 12-LOX inh: inconclusive; JMJD2A Tudor inh: 50µM*

How did COc1ccc(OC)c(-c2csc(NC(=O)c3ccc4c(c3)OCO4)n2)c1 do in these assays?
HP1b chromo inh: 7%; RGS4 inh: -13%; ERG-DNA inh: -4%; PGK inhibitor: -3%; Pin1 inh: 41%[activator]; GLS inhibitor: 0%; TrxR1 inh: 12%[57.1 µM]; 12-LOX inh: -25%; JMJD2A Tudor inh: -29%[57.1 µM]

How did Cc1cccnc1NC(=O)C1COc2ccccc2O1 (centres undefined) do in these assays?
HP1b chromo inh: 35%; RGS4 inh: -9%; ERG-DNA inh: -2%; PGK inhibitor: -3%; Pin1 inh: 0%; GLS inhibitor: 1%; TrxR1 inh: 19%; 12-LOX inh: -5%; JMJD2A Tudor inh: -11%

Reprinted from the entries so far, two compounds:
How did COc1ccc(OC)c(-c2csc(NC(=O)c3ccc4c(c3)OCO4)n2)c1 do in these assays?
HP1b chromo inh: 7%; RGS4 inh: -13%; ERG-DNA inh: -4%; PGK inhibitor: -3%; Pin1 inh: 41%[activator]; GLS inhibitor: 0%; TrxR1 inh: 12%[57.1 µM]; 12-LOX inh: -25%; JMJD2A Tudor inh: -29%[57.1 µM]

How did Cc1cccnc1NC(=O)C1COc2ccccc2O1 (centres undefined) do in these assays?
HP1b chromo inh: 35%; RGS4 inh: -9%; ERG-DNA inh: -2%; PGK inhibitor: -3%; Pin1 inh: 0%; GLS inhibitor: 1%; TrxR1 inh: 19%; 12-LOX inh: -5%; JMJD2A Tudor inh: -11%

Bioassay records (PubChem)
